Screening data from PubChem BioAssay.
TMEM16A act: activators or potentiators of mouse TMEM16A chloride channel | Q8BHY3 | HEK293 TMEM16A/YFP-H148Q/I152L, iodide quench fluorescence; hits give low values | B-score at 10 µM | hit rate 0.3% among 340,000 | AID 623877;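 active = fluorescence-ratio B-score plate-corrected deviation score at least 3 library SD below zero, with starting fluorescence score within 5 deviations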;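 note: channel opened by trigger with iodide after compound preincubation; score built on the fluorescence ratio of max minus min over baseline; more negative score means more quench and so TMEM16A activation or potentiation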
Target sequence (Q8BHY3 whole entry, looked up): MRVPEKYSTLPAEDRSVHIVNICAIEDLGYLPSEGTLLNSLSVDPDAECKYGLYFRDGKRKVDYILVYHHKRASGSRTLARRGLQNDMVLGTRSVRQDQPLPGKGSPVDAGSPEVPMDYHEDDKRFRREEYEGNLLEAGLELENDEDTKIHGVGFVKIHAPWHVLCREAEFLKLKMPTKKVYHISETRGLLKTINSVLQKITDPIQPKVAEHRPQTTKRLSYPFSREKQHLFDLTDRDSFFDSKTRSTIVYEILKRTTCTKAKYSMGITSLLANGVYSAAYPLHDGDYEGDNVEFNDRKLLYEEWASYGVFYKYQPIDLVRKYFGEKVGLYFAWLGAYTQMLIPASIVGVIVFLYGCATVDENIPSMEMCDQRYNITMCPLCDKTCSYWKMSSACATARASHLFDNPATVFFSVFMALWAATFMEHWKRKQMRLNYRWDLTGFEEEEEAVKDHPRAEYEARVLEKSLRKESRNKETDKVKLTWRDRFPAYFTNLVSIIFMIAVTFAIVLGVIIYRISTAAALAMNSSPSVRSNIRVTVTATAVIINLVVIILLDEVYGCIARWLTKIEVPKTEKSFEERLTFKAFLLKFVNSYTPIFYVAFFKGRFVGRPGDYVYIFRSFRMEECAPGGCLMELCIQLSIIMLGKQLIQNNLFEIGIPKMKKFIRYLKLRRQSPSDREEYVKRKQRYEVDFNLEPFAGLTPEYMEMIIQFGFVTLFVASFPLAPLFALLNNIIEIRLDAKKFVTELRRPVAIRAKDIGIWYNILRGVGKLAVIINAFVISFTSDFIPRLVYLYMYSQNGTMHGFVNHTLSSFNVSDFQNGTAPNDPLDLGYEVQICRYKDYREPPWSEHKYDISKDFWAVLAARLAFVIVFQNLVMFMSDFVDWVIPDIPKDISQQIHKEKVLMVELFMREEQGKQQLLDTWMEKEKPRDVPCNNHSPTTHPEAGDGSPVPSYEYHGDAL
Calls only; i = inactive.

SMILES	TMEM16A act
Cc1ccc2c(Cl)c(C)c(N3CCOCC3)nc2n1	i
COc1ccccc1/C=C/C(=O)OCC(=O)NC1CCCCCC1	i
CSc1cnnc2ccccc12	i
O=C(C1CCN(S(=O)(=O)c2cccs2)CC1)N1CCN(c2ccccc2O)CC1	i
COc1ccc(-c2oc(=O)c3cc(OC)c(OC)cc3c2-c2ccc3c(c2)OCO3)cc1	i
CCCn1c(N)c(C(=O)CN(C)CC(=O)Nc2c(Cl)cccc2Cl)c(=O)[nH]c1=O	i
O=C(CSc1ncn[nH]1)N1N=C2/C(=C\c3ccco3)CCCC2C1c1ccco1 (centres undefined)	i
CCCn1c(SCC(=O)Nc2cc(Cl)ccc2OC)nc(O)cc1=O	i
C#CCOCCOCCOCCNc1nc(N2CCN(C(=O)[C@H](CCCCN)n3cc([C@@H](N)[C@H](C)CC)nn3)CC2)nc(N2CCN(C(=O)[C@H](CCCCN)n3cc([C@@H](N)CC(N)=O)nn3)CC2)n1	i
C=CCN1CCOc2ccc(C)cc2S1(=O)=O	i
COc1ccccc1NC(=O)COC(=O)c1c(C)nn(-c2ccccc2)c1C	i
COc1cc(C#N)ccc1OCC(=O)NCCC1=CCCCC1	i
CC(=O)c1cccc(NC(=O)c2cc(=O)[nH]c3ccc(S(=O)(=O)N4CCOCC4)cc23)c1	i
CCOc1ccc(NC(=O)CN(C)C(=O)c2cccc(S(=O)(=O)N3CCCC3)c2)cc1OCC	i
C=CC(=O)Nc1ccc(Nc2ccnc(Nc3ccc(N4CCN(C)CC4)cc3)n2)cc1	i
COC(=O)c1ccccc1CC1Cc2cc3c(cc2C1=O)CCC3 (centres undefined)	i
O=C(NCc1cc(C(F)(F)F)ccc1Cl)c1cccc2c1C(=O)c1ccc(N3CCC(Cc4ccccc4)CC3)cc1S2(=O)=O	i
COc1ccc(CCC(=O)Nc2ccc(OC)c(S(=O)(=O)N3CCCCC3)c2)cc1OC	i
O=C(CSc1nc2nn(-c3ccccc3)c(=O)c-2c2n1CCCCC2)Nc1ccccc1[N+](=O)[O-]	i
O=S(=O)(c1ccc(SCc2ccc(Cl)cc2)nc1)N1CCCC1	i
Cc1ccc(NC(=O)C2CSC3(C)CCC(=O)N23)cc1S(=O)(=O)N1CCOCC1 (centres undefined)	i
C(=Cc1c[nH]c2ccccc12)c1ccc2ccccc2n1	i
Cc1ccc2oc3c(SCc4nc5ccccc5[nH]4)nc(C)nc3c2c1	i
C=CCN(c1ccccc1OC)S(=O)(=O)c1cccc(C(=O)OC2CCOC2=O)c1 (centres undefined)	i
Cc1ccc(NC(=O)CCN2CCN(CCO)CC2)cc1	i
COc1ccc(OC)c(C=NNC(=O)c2ccccc2NS(=O)(=O)c2cccs2)c1	i
CN(C)c1ccc(/C=C/c2ccc3c4ccccc4ccc3[n+]2-c2ccccc2)cc1	i
COc1ccc(CN2CC(COCc3ccccc3)Oc3ccccc3S2(=O)=O)cc1 (centres undefined)	i
O=S(=O)(N(Cc1ccccc1)[C@H](CO)Cc1ccccc1)N(Cc1ccccc1)[C@H](CO)Cc1ccccc1	i
O=C1CCN(Cc2ccccc2)C(=S)N1	i

Ordered by molar mass (highest first): some entries from above.
SMILES	TMEM16A act
COc1ccc(CCC(=O)Nc2ccc(OC)c(S(=O)(=O)N3CCCCC3)c2)cc1OC	i
COc1ccc(OC)c(C=NNC(=O)c2ccccc2NS(=O)(=O)c2cccs2)c1	i
C=CCN(c1ccccc1OC)S(=O)(=O)c1cccc(C(=O)OC2CCOC2=O)c1 (centres undefined)	i
O=S(=O)(c1ccc(SCc2ccc(Cl)cc2)nc1)N1CCCC1	i
COC(=O)c1ccccc1CC1Cc2cc3c(cc2C1=O)CCC3 (centres undefined)	i

The list goes on:
SMILES	TMEM16A act
O=C(Cc1cccc(NC(=O)C2CCCN(C(=O)C3CCCCC3)C2)c1)Nc1cccc(C(=O)N2CCCC2)c1 (centres undefined)	i
O=C(COC(=O)Cc1ccccc1F)Nc1ccccc1[N+](=O)[O-]	i
CC1CC(=O)NC(=O)N1Cc1ccccc1 (centres undefined)	i
COc1ccc(C(CNS(=O)(=O)c2cccc(F)c2)N2CCCC2)cc1 (centres undefined)	i
Cc1ccc(-c2ccc(/C=C(\C#N)C(N)=S)o2)c([N+](=O)[O-])c1	i
O=C(CCC(=O)N1CCN(S(=O)(=O)c2ccccc2)CC1)c1ccc(Br)cc1	i
C[C@H](NC(=O)c1nc[nH]c1C(=O)NCc1ccc(CNC(=O)OC(C)(C)C)cc1)C(=O)OCc1ccccc1	i
Cc1ccc(S(=O)(=O)NCCC(=O)NNC(=O)c2ccccc2Cl)cc1C	i
COC1OCC(O)C(OC(=O)c2ccccc2)C1OC(=O)c1ccccc1 (centres undefined)	i
Nc1nc2ccc(Br)cc2o1	i
CC(C)CCNC(=O)NC(=O)CSc1ccc(S(=O)(=O)N2CCOCC2)cn1	i
CCc1ccccc1OCC(=O)Nc1cc(S(=O)(=O)N(CC)CC)ccc1N1CCOCC1	i
CC(C)Cc1nnc(NC(=O)CCNC(=O)c2ccccc2Cl)s1	i
CC1CN(S(=O)(=O)c2cc(C(=O)NC(C)c3cccnc3)ccc2Cl)CC(C)O1 (centres undefined)	i
N#CC1(C(N)=O)OC12CCS(=O)(=O)c1ccccc12 (centres undefined)	i
O=C(COC(=O)/C=C/c1cccc(Cl)c1)NCc1cccs1	i
COc1ccc(NS(=O)(=O)c2cc(NS(=O)(=O)c3cccs3)ccc2C)cc1	i
CCCCCc1nnc(NC(=O)c2ccc3nc[nH]c3c2)s1	i
Cc1ccc(S(=O)(=O)N2CCOCC2)cc1C(=O)N1CCN(c2ncccn2)CC1	i
CN(C)c1ccc(C#Cc2ccc3cc(CCCO)oc(=O)c3c2)cc1	i
Cc1ccccc1-c1ccccc1CN1[C@@H](C(C)C)COCCS1(=O)=O	i
COc1ccc(S(=O)(=O)N(C)C[C@H]2Oc3ccc(NC(=O)Cn4cnnn4)cc3C(=O)N([C@H](C)CO)C[C@@H]2C)cc1	i
O=C(Nc1nnc(SCc2ccc(F)cc2)s1)C1=COCCO1	i
COc1ccc(CCN(C)C(=O)c2cccc(S(=O)(=O)N3CCN(c4ccc(F)cc4)CC3)c2)cc1OC	i
O=C(C[C@@H]1C/C=C\C[C@H](Cc2ccc(F)cc2)C(=O)OC[C@H]2CCCN2C1=O)N[C@H](CO)Cc1ccccc1	i
CNc1ccc(C=C2C=Cc3ccccc32)cc1	i
Cc1ccc(S(=O)(=O)N2CCN(C(=O)Cn3c(=O)oc4ccccc43)CC2)cc1	i
O=C(CCNC(=O)c1ccccc1)NNC(=O)c1ccc(F)cc1	i
Cc1cc(C)n2nc(SCC(=O)N3CC(C)CC(C)C3)nc2n1 (centres undefined)	i
CCOc1ccc(C(=O)NCC(=O)OCC(=O)Nc2nnc(-c3ccccc3)o2)cc1	i
COc1ccc(S(=O)(=O)N2CCCCC2)cc1NC(=O)CCCOc1ccccc1	i
O=C(Nc1nnc(C2CC2)s1)C1CCCCC1	i
Cc1ccc(S(=O)(=O)OCC(=O)Nc2ccc(C(=O)O)c(O)c2)cc1	i
COc1ccccc1N(Cc1ccccc1)S(=O)(=O)c1cccc(C(=O)N2CCCCC2)c1	i
CN(CC(=O)Nc1ccc(Cl)c(C(F)(F)F)c1)C(=O)CCCc1nc2ccccc2c(=O)[nH]1	i
Cc1c(C(=O)Nc2ccccc2N2CCN(C)CC2)oc2ccc(F)cc12	i
O=C(c1ccccc1)C(Nc1cccc([N+](=O)[O-])c1)c1ccccc1 (centres undefined)	i
Cc1cccc(NC(=O)CNC(=O)COC(=O)c2ccc(C(C)(C)C)cc2)c1C	i
O=C(CCl)Nc1cccc(S(=O)(=O)NC2=NCCCCC2)c1	i
CCOC(=O)C1CCCN(C(=O)CCc2nc3sc4c(c3c(=O)[nH]2)CCCC4)C1 (centres undefined)	i
COc1ccc(Cl)cc1NC(=O)CN(C)C(=O)C1CC1	i
CC(C)Nc1ccccc1	i
Cc1cc(C)n(CC(=O)NNC(=O)c2ccc(OC(F)(F)F)cc2)n1	i
CC[N+]1(C)CC2CCC(C)(C1)C2(C)C (centres undefined)	i
OCC1OC(n2cnc3c(SCc4ccccc4)nc(F)nc32)C(O)C1O (centres undefined)	i
Cc1cc(C)c(C)c(S(=O)(=O)N2CCC(C(=O)NCCCN3CCCC3=O)CC2)c1C	i
COc1cc(C2c3cc4c(cc3OC(Nc3ccc(C(=O)O)cc3)C2C)OCO4)cc(OC)c1OC (centres undefined)	i
COc1ccc(OC)c(-c2nnc3n2N=C(c2ccc(OC)c(OC4CCCC4)c2)CS3)c1	i
COc1ccccc1NC(=O)c1ccc(NC(=O)c2nc3nccc(C)n3n2)cc1	i
Cc1ccc(NC(=O)C(c2ccccc2)N2CCN(CC(=O)N3CCOCC3)CC2)cc1Cl (centres undefined)	i
CCCCN(C(=O)C1CC(=O)N(c2ccc3c(c2)OCCO3)C1)c1c(N)n(CC(C)C)c(=O)[nH]c1=O (centres undefined)	i
O=C(C=Cc1ccco1)c1ccc2ccccc2c1	i
CC(C#N)(NC(=O)CN1CCN(S(=O)(=O)c2cc(C(F)(F)F)ccc2Cl)CC1)C1CC1 (centres undefined)	i
COc1ccc(N(C)S(=O)(=O)c2cccc(C(=O)NCc3ccc(C)cc3)c2)cc1	i
Cc1cc(C)c(O)c(CN(C)Cc2cc(Cl)cc(Cl)c2O)c1	i
Clc1ccc(N(CC2CO2)CC2CO2)cc1 (centres undefined)	i
Cc1ccc(C)c(OCC(=O)Nc2ccc(N3CCOCC3)cc2N2CCOCC2)c1	i
COc1ccc(NS(=O)(=O)c2cc(NC(=O)CCNC(=O)c3ccco3)ccc2OC)cc1	i
C[C@@H](O)[C@H]1O[C@]2(C)CCC[C@H]1O2	i
COc1cc(N=Nc2ccc(C)cc2S(N)(=O)=O)c(C)cc1N	i

(continued)
SMILES	TMEM16A act
COc1c2c(cc(O)c1C(C)=O)OC(C)(C)C=C2	i
CC(=O)Nc1ccc(S(=O)(=O)N(C)CC(=O)NNC(=O)Cc2nc3ccccc3n2C)cc1	i
O=S(=O)(/N=C(/Nc1cccnc1)c1ccccc1)c1ccc(F)cc1F	i
CC(=O)Nc1ccc(C(=O)COC(=O)C2CC2C)c(F)c1 (centres undefined)	i
Cc1cc(C)c(OCC(=O)NCC(c2ccco2)N2CCCCC2)c(C)c1 (centres undefined)	i
CC(Oc1ccccc1F)c1nnc(SCC(=O)NCc2ccc3c(c2)OCO3)o1 (centres undefined)	i
COc1cc(C(=O)NNC(=O)CNC(=O)C2CCCCC2)ccc1OC(C)C	i
C#CCOCCOCCOCCNc1nc(N2CCN(C(=O)[C@H](C(C)C)n3cc(CCO)nn3)CC2)nc(N2CCN(C(=O)[C@H]([C@@H](C)CC)n3cc(CCC(=O)O)nn3)CC2)n1	i
COc1ccc(C(=O)O)cc1S(=O)(=O)Nc1ccc2cn[nH]c2c1	i
CCOc1ccc(OCCC(=O)OCC(=O)NCCc2ccc(S(N)(=O)=O)cc2)cc1	i
CCOC(=O)C1=CN(Cc2cccc(-c3cccnc3)c2)S(=O)(=O)N(C)C1C (centres undefined)	i
CN(C(=O)COC(=O)CCCc1c[nH]c2ccccc12)c1c(N)n(Cc2ccccc2)c(=O)[nH]c1=O	i
C[C@@H](C(=O)Nc1ccc(OC(F)F)c(Cl)c1)N1C(=O)C2CC=CCC2C1=O (some centres undefined)	i
CC(=O)N(Cc1ccccc1)C(CC(=O)NCc1ccccc1)C(=O)O (centres undefined)	i
CC(C)(CNC(=O)c1cccc(S(=O)(=O)Nc2ccc(SC(F)F)cc2)c1)N1CCOCC1	i

Compounds listed so far that contain a furan ring, fused or not:
SMILES	TMEM16A act
O=C(CSc1ncn[nH]1)N1N=C2/C(=C\c3ccco3)CCCC2C1c1ccco1 (centres undefined)	i
Cc1ccc2oc3c(SCc4nc5ccccc5[nH]4)nc(C)nc3c2c1	i
Cc1ccc(-c2ccc(/C=C(\C#N)C(N)=S)o2)c([N+](=O)[O-])c1	i
Cc1c(C(=O)Nc2ccccc2N2CCN(C)CC2)oc2ccc(F)cc12	i
O=C(C=Cc1ccco1)c1ccc2ccccc2c1	i
COc1ccc(NS(=O)(=O)c2cc(NC(=O)CCNC(=O)c3ccco3)ccc2OC)cc1	i
Cc1cc(C)c(OCC(=O)NCC(c2ccco2)N2CCCCC2)c(C)c1 (centres undefined)	i

Later entries:
SMILES	TMEM16A act
COc1ccccc1CCC(=O)OCC(=O)NCc1ccc(OC)c(OC)c1	i
O=C(COc1cccnc1[N+](=O)[O-])Nc1ccc(F)cc1	i
CN(Cc1ccco1)c1ncnc2ccc(-c3ccoc3)cc12	i
Cc1cc(C)n2nc(C(=O)OCC(=O)NCc3ccccc3)nc2n1	i
Cc1ccc(S(=O)(=O)Nc2ncnc3sccc23)cc1C	i
Cc1nc2ccc(NS(=O)(=O)c3c(F)cccc3F)cc2s1	i
COc1ccc(-c2cccc(-c3cc(=O)oc4ccc(C(C)(C)C)cc34)c2)cc1	i
COC(=O)CNC(=O)CN(c1ccc(OC)cc1OC)S(=O)(=O)c1ccccc1	i
O=C(O)CCCC(=O)OCCc1cc2ccccc2c(=O)o1	i
O=C(NCc1ccc(F)cc1)c1cc(S(=O)(=O)N2CCCCC2)ccc1N1CCOCC1	i
NS(=O)(=O)c1ccc(NC(=O)CSc2n[nH]c(=O)n2C2CC2)cc1	i
CCn1c(SC(C)C(=O)NC2CCCC2)nc2cc(S(N)(=O)=O)ccc21 (centres undefined)	i
O=C(/C=C/c1cc(Br)ccc1F)OCC(=O)N1CCOCC1	i
CCOC(=O)c1ccc(-c2c(-c3ccccc3OC)oc3ccccc23)cc1F	i
CCOc1ccc(C(=O)NC(C(=O)N2CCC2)C(C)C)cc1 (centres undefined)	i
COc1ccc(S(=O)(=O)NCCSCc2ccc(Cl)cc2)cc1NC(C)=O	i
O=C(NCC(=O)N1CCN(Cc2c(F)cccc2Cl)CC1)c1cccc(Cl)c1	i
O=C(Nc1cc(S(=O)(=O)N2CCCC2)ccc1Cl)c1ccncc1	i
COc1cc(CC(=O)OCC(=O)NC2CCCCCC2)cc(OC)c1OC	i

These rows are one share of the data; the hit share may differ from the screen's.
